# Tb PFK block: blocks T. brucei phosphofructokinase | O15648 | T. brucei PFK, ADP-Glo luminescence | Potency, µM (top dose mostly 57.5 µM), for the others: top-dose activity, negative = inhibition, usual class: inhibitors | hit rate 0.17% among 330,000 | AID 485367;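 note: potency is the fitted concentration of half-maximal effect; 0% = uninhibited 1x PFK enzyme wells and -100% = no-enzyme wells; nearly all actives have a fitted effect of over 60% in size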
#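 PFK 1.25 nM, F6P 0.5 mM, ATP 0.1 mM, 0.1 M TEA pH 8.0, 5 mM MgCl2, 0.01% Tween20, 0.1% BSA; 45 min RT. ADP-Glo readout. qHTS titration up to 57 uM; curves fitted, compounds curve-classed.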
# GALK inh: blocks human galactokinase activity; Purified GALK, Kinase-Glo residual ATP luminescence; AID 1868; Potency, µM (highest dose often 57.5 µM), without a hit: top-dose activity change, negative = inhibition, usual class: inhibitors; hit rate 0.007% among 270,000; note: potency is the fitted concentration of half-maximal effect; % is set by controls: 0 for no effect and ±100 for the full control effect
#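 Human GALK (5 nM) with 35 uM ATP and 100 uM galactose in 20 mM HEPES pH 8.0, 5 mM MgCl2, 60 mM NaCl, 1 mM DTT, 0.01% BSA. After 1 h at room temperature, leftover ATP was read by Kinase-Glo Plus luminescence.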
# B2AR arrestin: beta2AR (human) beta-arrestin recruitment activity | P07550 | beta-arrestin recruitment to beta2AR, cell-based reporter | Potency, µM (series often up to 46.1 µM), for the others: at the top dose activation, actives largely listed as activators | hit rate 0.02% among 330,000;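 note: potency is the fitted concentration of half-maximal effect; 0% = DMSO controls and full agonism = EC100 isoproterenol or metaproterenol; nearly all actives have a fitted effect of over 65% in size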
# ASM inhibitor: inhibitors of human secretory acid sphingomyelinase; Potency, µM (top dose mostly 57.5 µM), for the others: at the top dose activity change, negative = inhibition, hits mostly inhibitors; placental ASM, HMU-PC fluorogenic substrate, 60 min; hit rate 0.006% among 340,000; P17405; note: potency is the fitted concentration of half-maximal effect
#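 Steps: dispense placental human ASM, pin compound, wait 10 min at room temperature, add HMU-PC0 substrate at 9 uM final, incubate 60 min at 37 °C, add stop solution raising pH to 10, read fluorescence.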
# Giardia killer: kills Giardia lamblia | hit rate 0.15% among 340,000 | Giardia lamblia trophozoite viability | activity change, % at 7.66 µM, hits read low; in the data active = activity change below about -80%; inconclusive = between about -30% and that limit;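 note: parasites exposed to compound for two days anaerobically before the ATP read; % is set by controls: 0 for no effect and ±100 for the full control effect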
#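 Viability, read as ATP luminescence: trophozoites at 100 cells/well, compound added, 48 hrs anaerobic at 37 deg C, then 15-30 min room-temperature development before reading.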
# PKM2 activator: PKM2 (human) enzyme activation; Potency, µM (top dose mostly 57.5 µM), for the others: at the top dose activation, actives largely listed as activators; purified PKM2, Kinase-Glo ATP luminescence, activation; response scale: 0% is enzyme alone, no compound; AID 1631; P14618; hit rate 0.34% among 260,000; note: potency is the fitted concentration of half-maximal effect; % is set by controls: 0 for no effect and ±100 for the full control effect; nearly all actives have a fitted effect of over 55% in size
# Target sequence (P14618 whole entry, looked up): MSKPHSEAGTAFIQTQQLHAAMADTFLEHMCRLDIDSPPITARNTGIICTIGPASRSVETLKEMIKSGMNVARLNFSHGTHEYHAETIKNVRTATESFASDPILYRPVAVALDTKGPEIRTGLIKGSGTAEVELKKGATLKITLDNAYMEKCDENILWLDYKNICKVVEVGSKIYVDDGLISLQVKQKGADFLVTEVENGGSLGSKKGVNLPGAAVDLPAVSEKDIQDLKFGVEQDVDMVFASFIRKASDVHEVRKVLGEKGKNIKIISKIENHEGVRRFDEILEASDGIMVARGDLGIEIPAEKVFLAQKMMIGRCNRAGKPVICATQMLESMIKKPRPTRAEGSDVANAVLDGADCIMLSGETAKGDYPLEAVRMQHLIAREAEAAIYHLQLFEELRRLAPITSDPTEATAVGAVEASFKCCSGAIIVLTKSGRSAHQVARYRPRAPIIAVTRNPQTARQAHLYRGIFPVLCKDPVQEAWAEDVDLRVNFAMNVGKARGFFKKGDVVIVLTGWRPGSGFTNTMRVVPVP
#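 Purified hPK-M2 (>95% pure) converted ADP (0.1 mM final) to ATP with 0.5 mM PEP in 50 mM imidazole pH7.2, KCl, MgCl2, Tween 20, BSA; 1 h at room temperature. ATP detected by Kinase-Glo luminescence.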
# a7 integrin act: integrin-mediated muscular dystrophy alleviation activation | alpha7betagal myoblasts, beta-gal FDG fluorescence, 48 h | Potency, µM (top dose mostly 38.3 µM), without a hit: top-dose activation, usual class: activators | hit rate 0.064% among 350,000 | AID 624291;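 note: potency is the fitted concentration of half-maximal effect; 100% = response of the positive control SU9516; nearly all actives have a fitted effect of over 60% in size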
#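 alpha7betagal+/- myoblasts (passage 13, 250/well) treated 48 h at 37C with compounds at 1:260 dilution of DMSO stock. Lysed, then beta-galactosidase activity read as FDG fluorescence (ex 480/em 540) after 30 min, with pre-read for autofluorescence.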
# TSG101-PTAP inh: blocks PTAP/TSG101 interaction to inhibit HIV-1 budding | Q99816 | Fluorescence polarization, FITC-PTAP peptide / Tsg101 binding | Potency, µM (doses to about 115 µM), inactives show top-dose activity change, negative = inhibition, most hits filed as inhibitors | 340,000 tested, under 10 active | AID 493005; active = well fitted inhibition curve with a large enough effect in the main read-out, with a control signal flat, not every such curve was filed as active; inconclusive = small, poorly fitted or top-dose-only effect, or effect the other way, or a change in a side signal; inactive = no such curve, though single readings can be large or run the other way; note: potency is the fitted concentration of half-maximal effect; % of control where 0% means no effect
#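 Compounds were pin-transferred onto Tsg101 binding domain (10 uM final) in HEPES pH 7.5 buffer, then FITC-PTAP peptide was added at 50 nM final. After 20 min at RT, polarization reported peptide displacement across a qHTS concentration series.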
# Menin MLL FP TR: menin-MLL binding inhibition, Texas Red mutant peptide | O00255 | Menin + Texas Red MLL mutant peptide, fluorescence polarization | Potency, µM (series often up to 61.6 µM), without a hit: at the top dose FP activity change, negative = inhibition, usual class: inhibitors | hit rate 0.23% among 270,000 | AID 1768; active = well fitted inhibition curve with a large enough effect in the polarisation, with a control signal flat, not every such curve was filed as active; inconclusive = small, poorly fitted or top-dose-only effect, or effect the other way, or a change in a side signal; inactive = no such curve, though single readings can be large or run the other way; the % refers to the polarisation; note: potency is the fitted concentration of half-maximal effect; % of control where 0% means no effect; many of its hits are not listed in these tables
# Target sequence (O00255 whole entry, looked up): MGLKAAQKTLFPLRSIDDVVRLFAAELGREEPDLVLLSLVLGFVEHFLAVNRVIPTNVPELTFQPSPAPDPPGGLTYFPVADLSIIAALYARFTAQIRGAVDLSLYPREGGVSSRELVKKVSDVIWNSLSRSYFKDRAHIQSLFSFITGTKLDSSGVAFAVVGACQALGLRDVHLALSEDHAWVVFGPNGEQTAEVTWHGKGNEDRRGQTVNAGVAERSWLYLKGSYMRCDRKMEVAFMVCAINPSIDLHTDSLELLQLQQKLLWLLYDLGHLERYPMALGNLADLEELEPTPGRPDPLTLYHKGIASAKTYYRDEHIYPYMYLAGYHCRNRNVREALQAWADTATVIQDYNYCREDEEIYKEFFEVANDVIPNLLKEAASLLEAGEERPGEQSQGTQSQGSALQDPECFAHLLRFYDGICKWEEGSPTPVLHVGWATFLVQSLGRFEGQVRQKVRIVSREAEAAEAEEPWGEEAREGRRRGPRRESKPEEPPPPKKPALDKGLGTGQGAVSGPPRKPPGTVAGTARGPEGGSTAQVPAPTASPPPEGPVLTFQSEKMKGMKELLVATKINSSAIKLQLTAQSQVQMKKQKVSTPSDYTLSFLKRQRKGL
# Coupling enz: counter-screen for Giardia aldolase inhibitors: coupling enzyme system; coupling enzyme system counterscreen, AmpLite Red fluorescence; activity change, negative = inhibition, % at 58.2 µM, hits read low; hit rate 0.67% among 290,000; in the data active = activity change below about -30%; note: % is set by controls: 0 for no effect and ±100 for the full control effect
#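 Activity here indicates interference with the coupling reaction, not aldolase inhibition. Compounds at 57.5 uM final met coupling enzymes for 10 min at RT; substrate and AmpLite Red detection followed, with a 525/598 nm fluorescence read after 20 min.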
# Chronic BCR inh: inhibitors of chronic active B-cell receptor signaling; AID 493014; ABC-DLBCL IkBa-CBG/CBR reporter, luminescence ratio, 4 h; Potency, µM (titrated, usually from 46.1 µM), for inactives: at the highest dose ratio change, negative = lower green/red ratio, usual class: inhibitors; hit rate 0.05% among 340,000; active = well fitted inhibition curve with a large enough effect in the signal ratio, with a control signal flat, not every such curve was filed as active; inconclusive = small, poorly fitted or top-dose-only effect, or effect the other way, or a change in a side signal; the % refers to the signal ratio;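 note: potency is the fitted concentration of half-maximal effect; plate controls were basal doxycycline-induced cells for no effect and cells given 10 µM MG132 for full effect; MG132 reads +100%, hits lower the ratio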
#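 TMD8 ABC-DLBCL cells carrying doxycycline-inducible green luciferase fused to IkappaBalpha plus unfused red luciferase were exposed to compounds (up to 46 uM) for 4 hrs at 37C. Activity came from the overlap-corrected green/red luminescence ratio.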
# Starred values were filed as active, the others as inactive; ? = inconclusive; nt = no result given; [ ] = remark or other dose. Unless noted, calls come from the whole dose curve; as a rule, active = well fitted curve in the direction sought with a large enough effect; inconclusive = small, poorly fitted or top-dose-only effect, or another doubt; inactive = no such curve, though single readings can be large; an effect the other way counts as inactive or inconclusive. Only part of the results is shown (hit frequency here may not be typical).
no.	Compound	Tb PFK block	GALK inh	B2AR arrestin	ASM inhibitor	Giardia killer	PKM2 activator	a7 integrin act	TSG101-PTAP inh	Menin MLL FP TR	Coupling enz	Chronic BCR inh
1	CCCCc1ccc(-c2ccc(Br)cc2O)nc1	-1.2%	0.6%	-0.3%	4.4%	11.4	-0.1%	8.4%	-5.9%	-1.7%	-0.9	?
2	Cc1ccc(S(=O)(=O)CCC(=O)NCc2ccc(Cl)cc2)cc1	0.2%	-0.5%	-0.1%	3.8%	1.5	1.7%	12.7%	-4.4%	4.2%	0.2	2.4%
3	COCCNC(=O)CSC1=N/C(=C/c2ccc(Cl)c(Cl)c2)C(=O)N1c1ccccc1F	-1.0%	0.5%	0.1%	nt	-23.5	7.1%	-5.4%	-1.3%	-4.6%	-6.0	-9.6%
4	CCNC(=O)/C(C#N)=C/c1c(N2CCN(c3ccccc3)CC2)nc2ccccn2c1=O	-7.0%	1.0%	0.2%	nt	3.6	nt	-3.9%	-2.5%	-27.4%	1.3	?
5	O/N=C/c1nc2cc(Cl)ccc2o1	-0.1%	-0.2%	-1.4%	-2.1%	-1.1	-0.1%	0.0%	0.6%	-13.0%	2.2	-0.5%
6	CCOc1ccc(C(=O)Nc2ccc(N3CCN(C)CC3)cc2)cc1[N+](=O)[O-]	-1.2%	0.2%	-0.1%	-3.0%	5.5	8.2%	-30.1%	-6.1%	3.6%	2.1	6.0%
7	CCCN(CC(=O)Nc1ccccc1OC)Cc1c(O)ccc2ccccc12	0.1%	12.3%	0.3%	20.8%	-12.1	10.0%	-3.7%	-0.3%	24.6%	-12.1	-8.8%
8	COc1cccc(OC)c1C(=O)N1CCOCC1	0.8%	2.4%	-0.1%	6.9%	9.6	-3.9%	26.7%	nt	11.2%	-0.5	5.4%
9	O=C(O)c1cc(-c2ccc(O)cc2)on1	7.5%	-2.0%	0.8%	2.4%	0.9	-1.2%	-5.4%	-2.3%	11.9%	3.0	14.3%
10	O=C(NC1CCCCC1)C1CCC(=O)N(C2CC2)C1 (centres undefined)	0.9%	0.1%	-0.5%	3.6%	-1.3	1.6%	21.2%	-2.2%	nt	nt	0.1%
11	Cc1cc(C)n(-c2ccc(Cl)c(C(=O)O)c2)n1	0.0%	1.0%	0.1%	2.5%	-1.5	8.0%	21.4%	-1.8%	-1.1%	-1.5	-5.5%
12	O=C(NC(=O)c1cnccc1C(F)(F)F)Nc1ccccc1	0.1%	1.7%	0.0%	1.1%	-0.1	4.6%	5.6%	-2.4%	nt	-0.3	-25.5%
13	CC(=O)CC(c1ccccc1)S(=O)(=O)c1ccc([N+](=O)[O-])cc1 (centres undefined)	-0.5%	2.9%	-1.2%	1.4%	-15.8	nt	-20.7%	-3.4%	1.5%	0.7	-0.5%
14	CCOC(=O)C1CCN(C(=O)Nc2cc(Cl)cc(Cl)c2)CC1	-1.3%	4.7%	-1.0%	-4.7%	-5.3	12.0%	-14.1%	0.6%	nt	0.0	-4.1%
15	O=C(Nc1ccc(O)cc1)/C(=C/c1ccco1)NC(=O)c1ccccc1	0.0%	-1.9%	1.0%	0.1%	-7.8	-0.9%	-16.2%	0.8%	nt	1.0	-1.2%
16	Cc1ccc(NC(=O)c2cc(N3C(=O)CCC3=O)ccc2N2CCCCC2)cc1	-1.5%	10.4%	0.1%	?	-22.7	0.7%	7.2%	-0.8%	-2.3%	6.1	0.4%
17	CCCCCCCOC(=O)c1nc(Cl)c(Cl)c(N)c1Cl	-0.6%	5.3%	-0.4%	-27.4%	9.0	0.0%	?	-7.0%	19.9%	-2.2	7.6%
18	COc1cc(Nc2cc(C)nc3ncnn23)cc(OC)c1	-6.1%	0.7%	0.4%	6.0%	19.3	-5.5%	9.1%	-7.7%	-19.6%	-1.6	?
19	CN(N)C(=S)Nc1ccc(F)cc1	-3.8%	3.9%	0.2%	-2.2%	-11.4	0.5%	0.0%	-10.7%	-0.2%	2.4	-6.5%
20	CCCCn1c(N)c(N(CCOC)C(=O)c2ccc(S(=O)(=O)N3CCC(C)CC3)cc2)c(=O)[nH]c1=O	5.2%	nt	-0.8%	13.2%	-13.5	nt	4.8%	-5.1%	nt	nt	-1.2%
21	Cc1nn(-c2ccc(N3CCOCC3)nn2)c(C)c1CCC(=O)NCc1ccccc1F	2.6%	-1.0%	0.2%	5.8%	-12.8	-2.6%	7.6%	0.9%	-4.2%	-1.5	-0.5%
22	CCn1cc(C(=O)N[C@@H](C)C(=O)NCCCN2CCOCC2)c(=O)c2cc3c(cc21)OCO3	-1.1%	0.3%	-0.2%	1.5%	-12.8	nt	14.2%	-2.5%	11.4%	0.7	-0.9%
23	C=CCNC(=O)C1CC(=O)N(c2ccc(OCC(=O)NCc3ccccc3)cc2)C1 (centres undefined)	0.2%	-0.4%	-0.6%	-1.7%	-2.6	-0.2%	2.4%	-2.5%	9.9%	0.7	-7.5%
24	CC1(C(=O)O)C=CC2(CCCCC2)N1C(=O)c1ccccc1 (centres undefined)	-7.4%	nt	0.6%	6.6%	-1.8	2.7%	6.1%	0.1%	16.0%	3.4	4.1%
25	COc1cccc(-c2nnc(SCC(=O)N3CCOCC3)o2)c1	0.3%	6.9%	0.0%	1.2%	-3.9	0.9%	-11.9%	-1.5%	0.7%	0.5	?
26	COc1ccccc1CNS(=O)(=O)c1ccc2c(c1)N(C(C)=O)CC(C)S2 (centres undefined)	-1.1%	-0.1%	0.2%	-1.7%	-13.1	nt	-16.8%	0.1%	nt	nt	-3.3%
27	CCCOc1ccc(/C(O)=C2/C(=O)C(=O)N(CCCn3ccnc3)C2c2cccnc2)cc1 (centres undefined)	-2.0%	-2.1%	0.2%	-1.0%	-3.4	3.4%	15.1%	-1.3%	nt	3.2	0.2%
28	COc1ccc(S(=O)(=O)Nc2c(C(=O)O)[nH]c3ccc(OC)cc23)c(OC)c1	-5.4%	1.6%	0.0%	19.0%	-3.6	nt	-23.7%	-9.0%	?	4.6	?
29	COc1ccc(N2CCN(c3ncnc4c3nnn4Cc3ccccc3Cl)CC2)cc1	-2.0%	0.3%	-0.3%	-8.5%	26.0	3.3%	3.1%	1.0%	-10.6%	3.2	3.1%
30	CC(C)C(=O)NC(=S)/C=C1/N(C)c2ccccc2C1(C)C	-2.9%	10.4%	3.3%	-7.3%	-15.6	1.8%	-51.8%[inhibitor]	0.6%	?	-2.5	?
31	CC1CCN(CC(O)Cn2c3ccccc3c3ccccc32)CC1 (centres undefined)	-10.5%	0.0%	0.0%	-1.0%	25.1	-0.1%	-32.4%	-0.2%	?	-0.1	-13.0%
32	COc1ccc(S(=O)(=O)N2CCN(c3ccccc3OC)CC2)cc1C(=O)N1CCCCC1	-0.5%	9.7%	0.3%	3.3%	0.4	-1.0%	-16.0%	0.2%	-16.7%	0.0	5.4%
33	CCc1ccc(CN(C(=O)c2cccs2)C2CCS(=O)(=O)C2)cc1 (centres undefined)	-1.6%	-0.8%	0.0%	4.8%	-6.6	3.4%	21.3%	-4.8%	0.8%	4.8	-14.5%
34	O=C(CN(CC1CCCO1)C(=O)CCC(=O)Nc1ccccn1)NCc1ccccc1 (centres undefined)	-3.3%	-2.3%	-0.4%	6.3%	8.7	3.4%	20.6%	-2.5%	-14.0%	0.0	-6.6%
35	Cc1cc(=O)oc2cc(OC(C(=O)O)c3ccccc3)ccc12 (centres undefined)	0.0%	nt	-0.9%	63.5%[activator]	0.2	nt	?	-3.2%	-0.7%	0.9	0.4%
36	COc1cc(/C=C/C(=O)O)cc(S(=O)(=O)NNC(=O)c2cc(C)oc2C)c1OC	2.5%	nt	-0.3%	3.4%	33.2[activator]	nt	31.1%	-17.1%	nt	nt	4.2%

# Quoted from above, entries 26 to 27
no.	Compound	Tb PFK block	GALK inh	B2AR arrestin	ASM inhibitor	Giardia killer	PKM2 activator	a7 integrin act	TSG101-PTAP inh	Menin MLL FP TR	Coupling enz	Chronic BCR inh
26	COc1ccccc1CNS(=O)(=O)c1ccc2c(c1)N(C(C)=O)CC(C)S2 (centres undefined)	-1.1%	-0.1%	0.2%	-1.7%	-13.1	nt	-16.8%	0.1%	nt	nt	-3.3%
27	CCCOc1ccc(/C(O)=C2/C(=O)C(=O)N(CCCn3ccnc3)C2c2cccnc2)cc1 (centres undefined)	-2.0%	-2.1%	0.2%	-1.0%	-3.4	3.4%	15.1%	-1.3%	nt	3.2	0.2%

# Assay outcomes as filed in PubChem BioAssay.
